From PubChem
MCL1 BIM primary: MCL1-BIM-BH3 interaction inhibition (human); Q07820; GST-MCL1 / FITC-Bim-BH3 fluorescence polarization; inhibition, % at 10.9 µM; 320,000 compounds, 0.68% hits; AID 2057;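 active means inhibition above the mean inhibition of all tested compounds plus 3 SD, set per campaign, cut at about 40% in these data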;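 further: 0% = DMSO wells and 100% = unlabeled Bim-BH3 peptide control; higher means more loss of mP so more displacement of Bim peptide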
Target sequence (Q07820 whole entry, looked up): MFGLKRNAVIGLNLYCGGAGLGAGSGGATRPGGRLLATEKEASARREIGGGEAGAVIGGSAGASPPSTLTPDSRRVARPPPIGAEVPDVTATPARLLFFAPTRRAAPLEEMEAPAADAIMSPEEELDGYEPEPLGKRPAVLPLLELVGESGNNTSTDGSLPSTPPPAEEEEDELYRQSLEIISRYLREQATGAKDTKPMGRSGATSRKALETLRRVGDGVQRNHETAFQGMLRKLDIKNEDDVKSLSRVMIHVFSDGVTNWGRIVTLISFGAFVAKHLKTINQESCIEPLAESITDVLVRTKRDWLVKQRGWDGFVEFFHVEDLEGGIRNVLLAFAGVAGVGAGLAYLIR
MEX-5 binding: C. elegans MEX-5 TCR-2 RNA binding activity; AID 1832; activity score (negative = inhibition of binding), % at 10 µM; 300,000 compounds, 0.38% hits; MEX-5/FITC-TCR2 RNA binding, fluorescence polarization; hits give low values; Q9XUB2;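 active means inhibition past about -25% in most replicates, and total fluorescence under double the plate's negative control median, limit read from the data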;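 further: 0% = DMSO and -100% = 5 µM competing unlabeled TCR2 RNA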
Target sequence (Q9XUB2 whole entry, looked up): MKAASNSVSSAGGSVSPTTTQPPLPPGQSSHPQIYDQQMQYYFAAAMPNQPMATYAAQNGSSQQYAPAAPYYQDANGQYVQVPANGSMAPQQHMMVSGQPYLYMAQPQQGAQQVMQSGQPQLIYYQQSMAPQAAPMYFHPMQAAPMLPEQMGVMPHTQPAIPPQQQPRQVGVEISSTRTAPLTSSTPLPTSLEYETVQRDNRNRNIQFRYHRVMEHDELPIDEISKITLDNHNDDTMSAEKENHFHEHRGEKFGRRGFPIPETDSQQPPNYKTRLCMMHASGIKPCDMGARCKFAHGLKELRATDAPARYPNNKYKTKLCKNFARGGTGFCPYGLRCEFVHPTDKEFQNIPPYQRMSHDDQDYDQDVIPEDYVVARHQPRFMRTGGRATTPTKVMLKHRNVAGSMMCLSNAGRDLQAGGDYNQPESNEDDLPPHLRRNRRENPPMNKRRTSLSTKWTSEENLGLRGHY
GRK2 inh: human GRK2 inhibition via aptamer displacement; inhibition of aptamer binding, % at 10 µM; bead flow cytometry, FAM-aptamer displacement from GRK2; 330,000 compounds, 0.59% hits;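 active means inhibition of aptamer binding above 40%, roughly 3 SD of noise, on plates passing a quality check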;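 further: median bead fluorescence of bound FAM aptamer so fluorescent compounds give negative values; no value below 0 was filed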
GLD-1 TGE inh: GLD-1-TGE RNA interaction inhibition (C. elegans); purified GLD-1 + fluorescein TGE RNA, fluorescence polarization; inhibition, % at 5.96 µM; 320,000 compounds, 0.44% hits; AID 2280;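 active means percent inhibition above a per-plate cutoff, the plate mean of test compounds plus 3 SD, cut at about 30% in these data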;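 further: 0% = DMSO wells with GLD-1 and probe and 100% = wells lacking GLD-1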
VLA-4 inh: inhibition in a human VLA-4 binding assay; P13612; VLA-4 expressing cells, ligand binding flow cytometry; inhibition, % (about 7 µM as worked out from the volumes in the protocol); 330,000 compounds, 0.2% hits; AID 2557; in the data active means inhibition above about 50%
AGP1-GFP MLPCN: yeast TOR pathway AGP1-GFP modulation; S. cerevisiae AGP1-GFP multiplex flow cytometry, 3 h; GFP as percent of DMSO wells; GFP response vs DMSO, % at 10 µM; 320,000 compounds, 0.02% hits; AID 2066;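 active means GFP response relative to DMSO above a set limit, near screen average plus 3 SD, cut at about 150% in these data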;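 further: median GFP channel fluorescence of the gated AGP1 strain per well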
Bcl-xL primary: inhibitors of human Bcl-xL; Q07817; GST-Bcl-xL / FITC-Bim BH3 peptide fluorescence polarization; inhibition, % at 10.9 µM; 320,000 compounds, 0.7% hits; AID 2129;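 active means inhibition above the mean of all tested compounds plus 3 SD, cutoff set per campaign, cut at about 30% in these data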;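 further: 0% = DMSO wells and 100% = unlabeled Bim-BH3 peptide competitor; inhibitors lower millipolarization by displacing the labeled peptide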
Target sequence (Q07817 whole entry, looked up): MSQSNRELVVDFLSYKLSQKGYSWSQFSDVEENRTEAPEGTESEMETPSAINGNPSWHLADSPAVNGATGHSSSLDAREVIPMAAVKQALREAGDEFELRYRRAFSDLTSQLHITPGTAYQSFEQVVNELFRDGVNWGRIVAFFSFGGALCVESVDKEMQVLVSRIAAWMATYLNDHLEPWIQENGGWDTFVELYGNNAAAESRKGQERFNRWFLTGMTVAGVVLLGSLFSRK
CIT2-GFP yeast: yeast TOR pathway CIT2-GFP modulation; S. cerevisiae CIT2-GFP strain, flow cytometry, 3 h; 100 means same as DMSO wells; GFP response vs DMSO, % at 10 µM; 320,000 compounds, 0.065% hits;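 active means GFP response relative to DMSO above a set limit, near the screen mean plus 3 SD, cut at about 150% in these data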;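 further: ratio of well median GFP fluorescence to mean of DMSO wells on the plate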
Fam108B inh: Fam108B inhibition, counter-screen for RBBP9 inhibitors. recombinant Fam108B, FP-Rh probe fluorescence polarization. inhibition, % at 9.51 µM. 300,000 compounds, 0.33% hits. AID 1947;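 active means inhibition above the screen mean inhibition plus 3 SD, computed separately per campaign, cut at about 18% in these data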;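 further: inhibitors lower polarization as less probe binds the enzyme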
* hit, by the source's call; / = no result given.

SMILES	MCL1 BIM primary	MEX-5 binding	GRK2 inh	GLD-1 TGE inh	VLA-4 inh	AGP1-GFP MLPCN	Bcl-xL primary	CIT2-GFP yeast	Fam108B inh
COc1cccc(C(=O)N/N=C(\CC(C)C)c2ccccc2)c1	-3	1.1	0	-1	-4	97	0	108	1
O=C(CCC(=O)OCc1cccc([N+](=O)[O-])c1)Nc1ccccc1Cl	5	-0.5	6	11	6	96	3	89	1
COc1ccc(S(=O)(=O)N2CCOCC2)cc1NC(=O)CSc1nnc2n1CCCCC2	/	/	1	2	0	107	/	98	/
O=P(O)(CCc1ccccc1)CN1CCCCC1	-2	-0.9	0	0	7	97	3	105	-3
CCOc1ccc(N(CC(=O)Nc2ccccc2C(=O)NC(C)CC)S(C)(=O)=O)cc1 (centres undefined)	-2	2.2	3	-2	-18	102	5	101	6
COc1ccc(OC)c(C2Nc3nc4ccccc4n3C(C)=C2C(=O)Nc2ccc(C)cc2C)c1 (centres undefined)	-6	2.4	4	2	-2	/	-2	110	1
O=C(c1cc2c(s1)-c1ccccc1OC2)N1CCCC1	5	2.3	5	2	-3	92	3	97	-2
CCCNC(=O)c1onc(CSc2ccc(Cl)cc2)c1C(=O)NCCOC	0	-0.4	0	5	4	81	2	72	2
CCOC(=O)C1(Cc2cccc(OC)c2)CCN(CC(O)CO)CC1 (centres undefined)	5	0.6	0	-2	3	109	0	106	-2
COC(=O)c1ccc(C(=O)OC)c(NC(=S)N2CCN(c3cccc(Cl)c3)CC2)c1	-1	0.1	0	-2	4	96	5	93	1
C=CCNC(=O)CSc1nnc(C(CC)N(C)C)n1C1CCCCC1 (centres undefined)	-7	-2.2	0	2	-5	109	1	106	-2
CCOc1cc(C=O)ccc1OCC(=O)N1CCCC1	-3	-2.5	0	5	7	100	3	93	-6
COc1ccc(Cl)cc1-c1nc(-c2ccc(NC(=O)c3ccncc3)cc2)no1	5	0.6	0	2	8	96	3	97	-43
Cc1ccc(NC(=O)c2cc3ccccc3cc2O)cc1	10	-0.5	2	4	-1	97	12	103	7
Cc1ccc(NC(=S)N/N=C/c2ccc(OCCC(C)C)cc2)c(C)c1	9	-1.2	1	5	7	102	3	103	-6
COc1ccc(Nc2ncnc3c2oc2ccccc23)cc1	7	-1.6	1	9	4	88	5	100	1
COc1cccc(OCC(=O)O/N=C(\N)c2ccc(OC)c(OC)c2)c1	-1	0.6	0	8	-1	98	4	94	2
COc1ccc(C)cc1S(=O)(=O)N(C)CC(=O)N1CCC(C(N)=O)CC1	0	-0.6	0	-4	10	/	8	99	-3
COc1ccccc1C(NC(C)=O)c1c(O)ccc2ccc(O)cc12 (centres undefined)	10	-6.2	3	7	-7	105	14	96	-3
N=C1c2ccccc2CN1NC(=O)c1cccc(S(=O)(=O)N2CCCC2)c1	5	0.6	0	0	7	96	6	98	-3
O=C(c1ccc(CS(=O)(=O)c2c(Cl)cccc2Cl)o1)N1CCN(c2ccccn2)CC1	6	-0.1	0	2	41	106	4	100	0
CCC(C(=O)Nc1ccc(C(C)C)cc1)c1ccccc1 (centres undefined)	-6	0.4	0	3	2	102	-14	114	-1
O=C(OCc1c(F)cccc1Cl)c1cnccn1	-3	-1.1	1	1	15	102	4	97	-2
COc1ccc(N(C)S(=O)(=O)c2c(C)[nH]c(=O)[nH]c2=O)cc1	-2	0.8	6	2	4	104	0	100	3
CC(=O)Nc1ccc(NC2=CC(=O)c3ccccc3C2=O)cc1	2	-0.7	0	1	-4	98	11	105	4
O=C1c2ccccc2C(=O)c2c(Nc3ccc(CCO)cc3)ccc(O)c21	19	0.8	3	6	-8	91	13	98	17
COc1ccc(S(=O)(=O)Nc2cccc(SC)c2)cc1C(=O)N1CCOCC1	7	-3.1	0	6	0	93	8	98	0
CCN(CC)S(=O)(=O)c1ccc(/C=C/C(=O)OCC(=O)N(C)C)cc1	-4	/	0	-2	7	99	-8	98	1
Cc1ccc2nc(-c3ccc(NC(=S)NCCC(C)C)cc3)sc2c1	4	-0.3	0	-3	14	100	5	/	-7
COc1ccc2c(C)c(Cl)c(=O)oc2c1	4	2.0	0	7	3	101	7	103	1

One compound at a time, as listed above.
Results for COc1ccc(S(=O)(=O)Nc2cccc(SC)c2)cc1C(=O)N1CCOCC1 → MCL1 BIM primary = 7; MEX-5 binding = -3.1; GRK2 inh = 0; GLD-1 TGE inh = 6; VLA-4 inh = 0; AGP1-GFP MLPCN = 93; Bcl-xL primary = 8; CIT2-GFP yeast = 98; Fam108B inh = 0
Results for CCC(C(=O)Nc1ccc(C(C)C)cc1)c1ccccc1 (centres undefined) → MCL1 BIM primary = -6; MEX-5 binding = 0.4; GRK2 inh = 0; GLD-1 TGE inh = 3; VLA-4 inh = 2; AGP1-GFP MLPCN = 102; Bcl-xL primary = -14; CIT2-GFP yeast = 114; Fam108B inh = -1

(further entries)
SMILES	MCL1 BIM primary	MEX-5 binding	GRK2 inh	GLD-1 TGE inh	VLA-4 inh	AGP1-GFP MLPCN	Bcl-xL primary	CIT2-GFP yeast	Fam108B inh
Cc1cccc(NC(=S)NCC(c2cccnc2)N2CCOCC2)c1 (centres undefined)	-5	3.7	1	4	4	98	0	94	-2
COc1ccc(-c2nc(N)ncc2-c2ccc(Cl)cc2)c(O)c1	-1	1.5	3	3	22	101	-1	101	1
COc1ccc(N2CCN(C(=O)C3CCCN(S(=O)(=O)c4ccc5c(c4)oc(=O)n5C)C3)CC2)cc1 (centres undefined)	-2	1.1	1	4	15	91	2	97	1
CCCc1cc(=O)[nH]c(SCC(=O)Nc2sc3c(c2C#N)CCCC3)n1	0	1.7	0	4	5	93	2	98	-1
Cc1cc(C)c2nc(SCCc3ccccc3)nc(C)c2c1	3	0.4	2	5	1	100	0	105	-3
O=C(NCC1CCCO1)C1CCCN1C(=O)NC1CCCCC1 (centres undefined)	5	-1.8	4	3	2	102	4	96	3
Cc1cc(NC(=O)c2cccc(S(=O)(=O)N3CC(c4ccccc4)CC3=O)c2)no1 (centres undefined)	2	2.0	0	2	-8	98	0	96	-2
Cn1c(Cn2c(=O)sc3ccccc32)nnc1SCC(=O)NCc1ccccc1	-3	/	0	4	-10	99	0	88	-5
COc1ccc(CCNC(=O)C2CCN(C(=O)c3ccc([N+](=O)[O-])cc3)CC2)cc1	-4	0.2	0	-2	8	106	-1	103	1
O=C(Cc1ccccc1)Nc1ccc2c(c1)OC1(CCCC1)O2	-14	/	3	5	7	100	-7	94	/
Cc1cccc(OCc2nnc(SCC(=O)N3CC(=O)Nc4ccccc43)o2)c1	0	-0.2	0	0	3	95	2	94	-1
C/C(=C/c1ccccc1)C(=O)N1CCN(c2ccccc2)CC1	-3	0.6	0	0	-3	104	2	116	2
COc1ccc(OC)c(/C(O)=C/C(=O)C(=O)Nc2cc(C)cc(C)c2)c1	6	4.1	3	-4	12	97	4	92	4
O=C(NCC1COCCO1)c1cc(COc2ccc(F)cc2F)on1 (centres undefined)	1	2.0	1	0	0	101	-3	98	1
CCN(CC(=O)Nc1ccc(C)c(F)c1)CC(=O)NC(C)(C)C	-1	1.4	2	3	14	101	0	104	1
CCCn1c(SCC(=O)N2CCN(CC)CC2)nc2c1c(=O)n(C)c(=O)n2C	0	1.1	0	6	0	95	-2	106	2
CC(C)CN1CCNC(=O)C1CC(=O)NCCc1ccc(C(F)(F)F)cc1 (centres undefined)	1	1.1	0	11	-4	98	2	92	-4
Cc1csc(SCC(=O)Nc2nc3ccccc3s2)n1	1	1.3	3	-8	9	94	5	92	5
Cc1cccc(C(=O)OCC(=O)NCc2ccc3c(c2)OCO3)c1C	/	/	3	5	0	91	/	88	/
Cc1c(NC(NC(=O)CC(C)C)C(Cl)(Cl)Cl)c(=O)n(-c2ccccc2)n1C (centres undefined)	2	2.2	4	7	3	104	3	102	-6
CCN(CC)C(=O)N1c2ccccc2C=Cc2ccccc21	3	-1.9	0	6	-4	96	3	105	-3
COc1ccc(NC(=O)CCNS(=O)(=O)c2ccc3c(c2)CCC(=O)N3)cc1	-12	-0.1	0	3	0	94	-9	94	-6
O=C(Nc1cccc(S(=O)(=O)N2CCCCCC2)c1)c1cc(=O)c2ccccc2o1	7	1.9	2	8	12	100	8	102	-44
Cc1ccccc1Nc1nc(N)nc(COC(=O)[C@@H](NC(=O)c2c(F)cccc2F)C(C)C)n1	3	1.1	0	1	-11	100	0	92	4
Cc1c(-c2ccc(F)cc2)nc(N)c(C#N)c1-c1cccs1	3	1.0	0	8	-10	103	9	108	2
CCCCOC(=O)c1cc(=O)[nH]c(=O)[nH]1	0	-0.3	0	7	0	102	2	92	1
Cc1ccc(NC(=O)c2ccco2)c(NC(=O)c2cccs2)c1	-2	0.5	0	6	-2	103	0	103	4
COC12NC(=O)N(C)C1(OC)C(=O)N(C)C(=O)N2C (centres undefined)	14	-0.8	0	-4	17	99	0	99	1
CN(Cc1nnc(-c2ccc(F)cc2)o1)c1ccccc1	-1	-2.0	1	4	-7	87	7	90	0
COc1ccc(CN2CC(C(=O)NCCC3=CCCCC3)CC2=O)cc1 (centres undefined)	4	-1.4	0	6	-7	103	4	103	-4
O=C(NCCCN1CCOCC1)c1ccc2c(c1)N(Cc1ccc(Cl)cc1)C(=O)c1ccccc1S2=O (centres undefined)	4	-1.5	0	-1	6	96	8	99	1
O=C(O)CCC(=O)NNc1ccccc1[N+](=O)[O-]	3	-0.4	3	3	-2	96	2	99	-1
COC(=O)c1cc(-c2c(C)nn(-c3ccccc3)c2C)n[nH]1	1	0.1	3	7	-10	99	5	106	-3
COc1ccc2c(c1)[C@H]1[C@H](CO2)[C@H](c2ccccc2)[C@]2(C)C(=O)Nc3cc(C)ccc3C(=O)N12	/	/	2	0	1	95	/	89	/
CC(=O)Nc1ccc(Nc2nc(C)nc3c2oc2ccccc23)cc1	-4	-1.4	1	-2	14	97	7	92	2
O=C1C(=O)c2ccccc2C(O)=C1c1ccccc1F	0	1.5	2	1	6	105	-1	100	3
C[C@]12CC[C@@H]3c4ccc(O)cc4CC[C@H]3[C@@H]1CC[C@@H]2OC(=O)CCC1CCCC1	6	-0.9	0	6	34	85	4	79	-8
Cn1c(SCCC#N)nnc1-c1ccc(F)cc1	13	/	0	7	0	87	5	97	3
COc1ccc(C(=O)Nc2ccccc2C(=O)Nc2ccncc2)cc1	-1	-0.7	0	5	4	89	2	86	-3
O=C1CC(N2CCN(Cc3ccc4c(c3)OCO4)CC2)C(=O)N1c1ccccc1 (centres undefined)	6	/	0	2	-1	96	3	100	5
COC(=O)c1ccc(C(=O)OCCCc2nc3ccc(N)cc3[nH]2)cc1	2	1.7	1	2	3	104	4	108	0
O=C(COc1cc(Cl)c(Cl)cc1Cl)N1CCN(c2ccccn2)CC1	1	0.0	95*	1	12	106	4	110	-5
Cc1cccc(NC(c2ccc(O)cc2)c2ccc3ccc(C)nc3c2O)n1 (centres undefined)	1	0.6	2	9	37	98	1	100	-1
Cc1nc(SCCc2ccccc2)[nH]c(=O)c1C	-7	0.2	0	6	-6	100	-6	101	3
NC(=O)c1ccc(C23CC4CC(CC(C4)C2)C3)o1	4	1.0	0	7	-20	95	3	100	1
CCCSc1nc2c(c(=O)[nH]c(=O)n2C)n1Cc1ccc(C)cc1	-1	-3.4	0	-2	1	108	5	108	2
O=c1cc(N2CCCCC2)c(-c2ccccc2)nn1Cc1ccccc1	6	0.8	0	-5	1	92	2	94	4
CCOc1cccc(-c2nn3c(-c4ccco4)nnc3s2)c1	-3	-3.6	0	-3	-3	89	0	96	-4
